# Screens (PubChem)
# Dengue virus CPE: antivirals protecting cells from dengue CPE – CPE readout, HTS (AID 540333); 3.1% of 10,000 active; CPE inhibition, % at 20 µM; Dengue virus CPE inhibition in host cells; hits give high values; in the data active means CPE inhibition mostly above about 9.1%, no sharp cut-off; inactive means mostly below about 7.2%
# Active calls of the source: *; i = inactive. Some of the compounds tested (hit frequency here may not be typical).
SMILES,Dengue virus CPE
CCOC(=O)N1CCN(C(=O)C2CCN(Cc3cccc(OCc4ccccc4)c3)CC2)CC1,0.6
CCOC(=O)CCC(=O)N(CCN(C(=O)CCC(=O)OCC)c1ccccc1)c1ccccc1,i
COc1cccc(-c2c(-c3cc(OC)cc(OC)c3)n(C)c3ccc(-c4cnc(OC)nc4)cc23)c1,1.0
Cc1ccc(F)cc1NCC(=O)Nc1ccc(Br)cc1,1.9
Cc1ccsc1C(=O)Nc1ccc2c(c1)OCCO2,i
Cc1ccc(C(=O)c2sc3nc4c(cc3c2N)CCC4)cc1,0.7
CCCN(CCC)C(=O)CCSCCC(=O)N(CCC)CCC,i
O=C(N/N=C/c1c[nH]c2ccccc12)c1cccc([N+](=O)[O-])c1,0.4
C/C(Cn1nnc2ccccc21)=N\OC(=O)c1ccccc1C,i
O=C(c1ccc(CSc2ccccc2)cc1)N1CCCCCC1,0.4
Clc1ccc(-c2csc(N/N=C\c3cccnc3)n2)cc1,2.1
Cc1c(Cc2c(C)n(C)n(-c3ccccc3)c2=O)c(=O)n(-c2ccccc2)n1C,0.9
O=C(NCc1nc2ccccc2[nH]1)C1=C[C@H](c2ccc(C(F)(F)F)cc2)C[C@H](OCCCCO)O1,7.5
CCOc1ccc(N=C(/C(C(=O)C(=O)N2CCOCC2)=C(\O)c2ccccc2)c2ccccc2)cc1,i
COC(=O)c1ccc(C(=O)NC(=S)Nc2nc3c(s2)CCCC3)cc1,0.9
COc1ccccc1C(=O)NNC(=O)CCCN1C(=O)/C(=C/c2cccs2)SC1=S,2.5
CCOC1CC(C)(C)NC(=S)N1 (centres undefined),0.2
O=C(OCc1nc2scc(-c3ccccc3)c2c(=O)[nH]1)c1cc(Cl)ccc1[N+](=O)[O-],i
COc1ccc(Br)cc1C(=O)NC(=S)Nc1cc(-c2nc3ccccc3[nH]2)ccc1C,1.3
CCN1C(=O)/C(=C\C=C2/C=CC=CN2CC)SC1=S,0.9
Cc1ccc(C(=O)NC(NCc2ccco2)C(Cl)(Cl)Cl)cc1 (centres undefined),0.2
CCOC(=O)[C@H]1[C@H]2COc3ccc(OC)cc3[C@@H]2N2C(=O)c3ccc(F)cc3NC(=O)[C@@]12C,i
CC(=O)Nc1ccc(Nc2ccc(S(=O)(=O)C(F)(F)F)cc2[N+](=O)[O-])cc1,0.4
COc1ccc(C2SCCN2C(=S)Nc2ccc(F)cc2)cc1 (centres undefined),0.2
CC(C)(C)OC(=O)Nc1ccc([C@H](NC(=O)OC(C)(C)C)C(=O)OC(C)(C)C)cc1,i
# Next section:
SMILES,Dengue virus CPE
Cc1ccc(S(=O)(=O)N2CCN(C(=O)/C=C/c3ccco3)CC2)cc1,i
CCOC(=O)c1cccc(-c2ccc(C=O)o2)c1,2.2
O=S(=O)(Nc1ccc(N=Nc2ccc(O)c3ccccc23)cc1)c1ccccc1,10.4*
CCOC(=O)c1ccc(S(=O)(=O)N2CCN(C(=O)CSc3nc4ccccc4o3)CC2)cc1,1.8
O=C(Nc1ccc(N2CCCC2)cc1)c1ccc2ccccc2c1,0.2
COCCN(C(=S)Nc1cccc(OC)c1)C1CCN(C(C)C)CC1,0.3
Cc1ccc(/C=N/NC(=O)Cc2cccs2)o1,i
Cc1ccc(NC(=O)[C@@H]2CCCN2S(=O)(=O)c2ccccc2C(F)(F)F)cc1S(=O)(=O)N1CCOCC1,i
CN(CC(=O)Nc1ccccc1Cl)C(=O)CSc1ncc(C(F)(F)F)cc1Cl,i
Cc1ccc2[nH]c(=O)cc(C(=O)OCC(=O)c3ccccc3)c2c1,i
Brc1ccc(CSc2nnc(-c3ccco3)o2)cc1,0.2
COc1ccc(-n2nc(C(=O)Nc3nc4ccc(OC)cc4s3)c3ccccc3c2=O)cc1,4.0
Cc1noc(C)c1C(c1ccccc1)S(=O)(=O)c1ccccc1 (centres undefined),0.3
O=[N+]([O-])c1c(NCc2ccccc2)cc(N2CCc3ccccc3C2)c2nonc12,0.1
COc1ccc(/C(C)=N\Nc2nc(-c3ccc(Cl)cc3)cc(C(F)(F)F)n2)cc1OC,3.5
O=C(Nc1nc(COc2ccccc2)cs1)c1ccccc1F,0.3
C[C@@H](NC(=O)c1ncn(Cc2ccccc2)c1C(=O)N[C@H](C)c1ccccc1)c1ccccc1,13.8*
Cn1c(-c2ccccc2)cnc1SCC(=O)N1CCCc2ccccc21,0.1
Cc1ccc(-c2csc(NC(=S)NC(=O)c3cccs3)n2)cc1,0.3
O=C(NC1CCCc2ccccc21)c1ccc(Br)cc1 (centres undefined),3.1
Cc1ccc(S(=O)(=O)NN=C2CCN(Cc3ccccc3)CC2)cc1,0.8
CC(=O)Nc1ccc(N=Cc2ccc(OCc3ccccc3)cc2)cc1,0.6
CC(C)c1ccc(NC(=O)COc2ccc(F)cc2C(=O)c2cnn(-c3ccccc3)c2)cc1,1.5
O=C(COC(=O)c1sc2ccccc2c1Cl)NCC1CCCCC1,i
CC(C)(C)C(=O)N1CCC[C@@]1(CO)C(=O)O,1.4

# An excerpt from above in order of molar mass, smallest number first:
SMILES,Dengue virus CPE
CCOC(=O)c1cccc(-c2ccc(C=O)o2)c1,2.2
Cc1ccc(/C=N/NC(=O)Cc2cccs2)o1,i
O=C(Nc1ccc(N2CCCC2)cc1)c1ccc2ccccc2c1,0.2
Cc1noc(C)c1C(c1ccccc1)S(=O)(=O)c1ccccc1 (centres undefined),0.3

# Fetched by compound from above, 2 records:
SMILES,Dengue virus CPE
CCCN(CCC)C(=O)CCSCCC(=O)N(CCC)CCC,i
COc1ccc(-n2nc(C(=O)Nc3nc4ccc(OC)cc4s3)c3ccccc3c2=O)cc1,4.0

# Additional results
SMILES,Dengue virus CPE
Oc1ccc(NCc2ccccc2OCc2ccccc2)cc1,2.0
OCC(Cc1ccccc1)Nc1c2ccccc2nc2ccccc12 (centres undefined),i
CC(C)(C)NC(=O)CSc1nc(O)cc(=O)[nH]1,0.2
COc1cc(NC(=S)NCc2ccc(S(N)(=O)=O)cc2)c(OC)cc1Cl,0.8
NS(=O)(=O)c1cccc(NC(=O)CSc2nn(-c3ccccc3)c(=S)s2)c1,0.5
CC[C@@H](CCC=C(C)C)C(=O)N(Cc1ccccc1)c1ccccc1,2.7
O=C(CN1CCOCC1)NN=C1CCCCCCCCCCC1,i
CCC1CCCCN1C(=O)c1cccc(S(=O)(=O)Nc2cc(C(F)(F)F)ccc2Cl)c1 (centres undefined),3.4
CCC1CCc2c(sc(NC(=O)C3CC=CCC3C(=O)O)c2C#N)C1 (centres undefined),i
Cc1ccc(/C=C/C(=O)N2CCN(c3ncccn3)CC2)o1,i
COc1ccc(CC(=O)c2ccc(OC)c(OC)c2)cc1,1.2
COc1ccc([N+](=O)[O-])cc1NC(=O)CCCOc1ccccc1,0.8
COc1ccc2cc(C(=O)Nc3ccccc3)sc(=O)c2c1OC,9.5
CCOc1ccc(/C(O)=C2/C(=O)C(=O)N(CCN(CC)CC)C2c2ccco2)cc1 (centres undefined),i
CCOc1cc(/C=C2\C(=O)ON=C2C)ccc1OCc1ccccc1,5.8
S=c1[nH]ccn1-c1cccc(Cl)c1,i
Cc1ccc(C(O)(C(=O)NN(C(=O)c2ccccc2)c2ccccc2)c2ccc(C)cc2)cc1,4.4
O=C(CN1C(=O)S/C(=C\C=C\c2ccccc2)C1=O)Nc1cccc(O)c1,i
Cc1cc(NC(=O)c2ccc(Cl)cc2)n(CCOC(=O)c2ccc(Cl)cc2)n1,6.0
C=CCn1c(SCc2nc3cc(C(F)(F)F)ccc3c(=O)[nH]2)nc2sc(CC)cc2c1=O,1.9
COc1cc([N+](=O)[O-])ccc1NC(=S)NCc1ccccn1,0.5
O=C(N/N=C/c1ccncc1)C1C2CCCCCCC21 (centres undefined),i
CCOC(=O)c1ccc[n+](C(C)C(=O)c2ccc(-c3ccccc3)cc2)c1 (centres undefined),0.1
COc1ccc(N(CC(=O)Nc2ccccc2C(=O)N2CCOCC2)S(=O)(=O)c2ccc(F)cc2)cc1,0.2
Cc1ccc(OCC(=O)N2CCN(S(=O)(=O)c3ccc(Cl)cc3)CC2)c([N+](=O)[O-])n1,i
# Next part
SMILES,Dengue virus CPE
Cc1cc(C)cc(NC(=O)C(c2ccccc2)N2CCCC2)c1 (centres undefined),0.9
CC(/C=N/NC(=O)CN1CCN(Cc2ccc(Cl)cc2)CC1)=C\c1ccco1,0.6
COc1cccc(C(=O)NC(=S)Nc2nnn(C)n2)c1,0.0
CCCNC(=O)Cn1nc([N+](=O)[O-])c([N+](=O)[O-])c1C,i
Cc1ccc(CSCCC(=O)NCCc2ccc(Cl)cc2)cc1,i
Cc1ccc(OCC(=O)Nc2ccc(S(=O)(=O)Nc3ccccn3)cc2)c(C)c1,0.3
COc1cc(OC)cc(C(=O)Nc2ccc([N+](=O)[O-])cn2)c1,2.5
CCOC(=O)c1ccc(S(=O)(=O)NNC(=O)COc2cccc(C)c2)cc1,i
COc1ccc2cc(Br)ccc2c1CC(=O)NC(C)(C)C,0.3
COc1ccc(/C=N/Nc2ncnc3c2[nH]c2ccccc23)c(OC)c1OC,i
Nc1n[nH]c(-c2ccccc2[N+](=O)[O-])n1,i
COc1cc(NC(=S)NC(=O)CC(C)C)ccc1NC(=O)c1cc2ccccc2o1,0.0
CCOc1ccc(N2C(=O)/C(=C/c3ccco3)N(C)C2=S)cc1,3.1
COc1ccc([N+](=O)[O-])cc1NC(=O)CCN1CCN(CCO)CC1,0.6
O=C(CSCc1ccccc1)Nc1ccc(F)c(F)c1,i
Cc1ccc(S(=O)(=O)N(C)c2cc(S(=O)(=O)Nc3ccncc3)c(C)cc2C)cc1,i
Cc1cc(C)cc(NC(=S)N2CCN(CCO)CC2)c1,i
COc1ccc(/C=C(\C#N)C(=O)Nc2cccnc2)cc1,2.7
CSCCC(NS(=O)(=O)c1cccs1)C(=O)NCc1ccccc1 (centres undefined),0.1
COc1ccc(OC)c(-n2c(-c3cc(-c4ccccc4)n[nH]3)n[nH]c2=S)c1,0.7
Nc1nnc(SCC(=O)OCc2ccc(Cl)c(Cl)c2)s1,i
O=c1oc(CCCO)cc2ccc(C#Cc3ccsc3)cc12,4.1
Cc1ccc(C(=O)C(OC(=O)c2cnccn2)c2ccccc2)cc1C (centres undefined),i
CCOc1ccc2nc(NC(=O)c3cccc(-c4cc5ccccc5oc4=O)c3)sc2c1,0.1
COC(=O)c1sccc1NC(=O)Cc1ccc(OC)c(OC)c1,i

# Taken from above.
# Under Dengue virus CPE, `CCOc1ccc2nc(NC(=O)c3cccc(-c4cc5ccccc5oc4=O)c3)sc2c1` is entered as 0.1
# Under Dengue virus CPE, `COc1ccc2cc(Br)ccc2c1CC(=O)NC(C)(C)C` is entered as 0.3
# Under Dengue virus CPE, `Cc1ccc(OCC(=O)Nc2ccc(S(=O)(=O)Nc3ccccn3)cc2)c(C)c1` is entered as 0.3
# Under Dengue virus CPE, `COc1ccc(/C=C(\C#N)C(=O)Nc2cccnc2)cc1` is entered as 2.7
# Under Dengue virus CPE, `COc1cc(OC)cc(C(=O)Nc2ccc([N+](=O)[O-])cn2)c1` is entered as 2.5

# As a short view, some entries already given:
SMILES,Dengue virus CPE
Cc1ccc(C(=O)C(OC(=O)c2cnccn2)c2ccccc2)cc1C (centres undefined),i
CCOc1ccc2nc(NC(=O)c3cccc(-c4cc5ccccc5oc4=O)c3)sc2c1,0.1
COC(=O)c1sccc1NC(=O)Cc1ccc(OC)c(OC)c1,i

# Other compounds follow.
SMILES,Dengue virus CPE
COCCNC(=S)N1CCN(C(=O)C(=O)Nc2ccc(C(=O)OC)cc2)CC1,0.5
CC(/C=C/c1ccc(OCc2ccccc2)cc1)=N\O,0.7
COc1ccc(-c2nc(N)n(C(=O)c3ccccc3Cl)n2)cc1,0.7
Cc1ccc(S(=O)(=O)N2CCOCC2)cc1NC(=O)COC(=O)c1ccc(OCc2c(C)noc2C)cc1,i
CC1CCN(c2ccc(/C=C(\C#N)c3nn(-c4ccccc4)c(N)c3C#N)cc2[N+](=O)[O-])CC1,2.1
S=c1nc(-c2ccccc2Cl)n(Cc2cccnc2)c2c1CCCC2,i
